Compound activity deposited in PubChem by several laboratories.
KOR beta-arrestin-1 – KOR antagonists, beta-arrestin recruitment, cell-based, luminescence, uHTS (AID 1778) | Kappa-type opioid receptor (Homo sapiens) | KOR beta-arrestin recruitment, luminescence, antagonist mode; higher % means a stronger effect | actives 0.091% (n = 290,000) | inhibition, % at 10 µM; hits with a dose series show IC50 in µM; in the data active = inhibition above about 50%; also: strong numbers were not always called active
HIV peptide binding – inhibitors of HIV fusion peptide binding, primary screen, biochemical, uHTS, fluorescence dequenching (AID 1986); cell-free peptide binding, fluorescence dequenching, 30 min; higher % means a stronger effect; one-dose inhibition, % at 20 µM; IC50 in µM for titrated hits; actives 0.3% (n = 290,000); in the data active = inhibition mostly above about 52%, no sharp cut-off; inactive = mostly below about 76%; also: some results filed as inactive read as strong as hits
NOD1 inhibition – NOD1 signaling inhibitors, primary screen, cell-based, luminescence, uHTS (AID 1578) | inhibition, % at 4 µM, or EC50 in µM where a hit was titrated | actives 1% (n = 290,000) | NOD1-driven NF-kB luciferase reporter cells, luminescence; higher % means a stronger effect; in the data active = inhibition mostly above about 36%, no sharp cut-off; inactive = mostly below about 34%;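 also: HEK-293T reporter cells stimulated with the NOD1 agonist gamma-tri-DAP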
GPR55 antagonists – GPR55 antagonists blocking LPI-driven arrestin recruitment, primary screen, imaging, U2OS, beta-arrestin-GFP, LPI agonist (AID 2013). actives 0.13% (n = 290,000). G-protein coupled receptor 55 (Homo sapiens). U2OS GPR55 beta-arrestin-GFP translocation imaging, LPI antagonism; higher % means a stronger effect. inhibition, % at 10 µM; hits with a dose series show IC50 in µM;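 active = spots per cell inhibited over 60%, with over 100 cells counted and total cytoplasm intensity under 500,000; inconclusive = wells with under 100 cells, flagged as likely toxic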;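 also: U2OS cells stably carrying GPR55 and arrestin-GFP stimulated by 5 µM LPI near EC80; imaged beta-arrestin-GFP aggregate spots per cell after agonist stimulation; plate controls were LPI-stimulated DMSO wells for no effect and DMSO wells without LPI for full effect; some results filed as inactive read as strong as hits; confirmed hits need IC50 under 10 µM and bright autofluorescent wells are also inconclusive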
GPR55 beta-arrestin – GPR55 agonists via beta-arrestin recruitment, primary screen, imaging, U2OS cells, beta-arrestin-GFP redistribution (AID 1961) | actives 0.048% (n = 290,000) | U2OS GPR55 beta-arrestin-GFP redistribution imaging; higher % means a stronger effect | G-protein coupled receptor 55 (Homo sapiens) | activation, % at 10 µM, or EC50 in µM where a hit was titrated;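 active = activation above 40% with more than 50 cells counted in the well; inconclusive = wells holding fewer than 50 cells, flagged as toxic or sparse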;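 also: U2OS osteosarcoma cells stably expressing GPR55 and beta-arrestin-GFP; plate controls were DMSO negative control for no effect and LPI positive control for full effect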
KOR beta-arrestin-2 – KOR agonists, beta-arrestin recruitment, primary screen, cell-based, luminescence, uHTS (AID 1777); Kappa-type opioid receptor (Homo sapiens); KOR beta-arrestin recruitment, luminescence; higher % means a stronger effect; activation, % at 10 µM; hits with a dose series show EC50 in µM; actives 0.02% (n = 280,000); in the data active = activation above about 50%, passing the limit was not always enough; also: a part of the inactive calls stands beside numbers as strong as those of hits
NS5 inhibitors – Dengue-2 NS5 methyltransferase inhibitors, primary screen, biochemical, confirmation dose response (AID 588689); Genome polyprotein (Dengue virus type 2 (strain 16681-PDK53)); Dengue-2 NS5 methyltransferase capping enzyme assay, biochemical; higher % means a stronger effect; inhibition, % at 25 µM; hits with a dose series show IC50 in µM; actives 0.3% (n = 340,000); in the data active = a potency from the dose series; inconclusive = inhibition above about 29% without an active follow-up result
West Nile antiviral – West Nile virus antiviral activity, cell-based, CPE readout (AID 1621); West Nile virus-infected cells, CPE inhibition; higher % means a stronger effect; actives 0.02% (n = 290,000); one-dose CPE inhibition, % at 10 µM; IC50 in µM for titrated hits; in the data active = a potency from the dose series; inconclusive = CPE inhibition mostly from about 3.7% at the one dose, without a potency; inactive = the rest, 99 in 100 with CPE inhibition below about 2.2%; also: strong numbers were not always called active
GPR35 arrestin U2OS – GPR35 antagonists blocking zaprinast-driven arrestin recruitment, primary screen, imaging, U2OS, beta-arrestin-GFP, zaprinast agonist (AID 2058) | one-dose inhibition, % at 10 µM; IC50 in µM for titrated hits | U2OS GPR35 beta-arrestin-GFP translocation imaging, zaprinast antagonism; higher % means a stronger effect | actives 0.052% (n = 290,000);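 active = inhibition of at least 50% with at least 30 cells and total cytoplasm GFP at most 10,000,000; inconclusive = under 30 cells or total GFP of 10,000,000 plus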
NS5 inhibitors pilot replicate – recorded beside NS5 inhibitors, whose call it bears; inhibition, %; measured here: pilot screen replicate inhibition
* = called active by the depositor; ? = inconclusive; nt = no result given; [ ] = remark or other dose. A portion of the library; the hit share may differ from the screen's.

SMILES	KOR beta-arrestin-1	HIV peptide binding	NOD1 inhibition	GPR55 antagonists	GPR55 beta-arrestin	KOR beta-arrestin-2	NS5 inhibitors	West Nile antiviral	GPR35 arrestin U2OS	others
CCC1CC(/C(C)=N/NC(N)=O)OC1=O (stereo unspecified)	-18%	-0.8%	-25%	13%	1.0%	-3.7%	-4%	0.4%	16%
CCCc1cc(=O)[nH]c(SCc2ccccc2)n1	2%	-1.7%	3%	-3%	0.0%	-0.4%	-2%	0.8%	3%
COc1cc(C2SCC(=O)N2CCN2CCCCC2)ccc1O (stereo unspecified)	-28%[20 µM]	0.3%	-22%	-2%	-0.1%	-0.5%	-7%	0.6%	-19%
O=[N+]([O-])c1ccc(Cl)c2cccnc12	-29%	0.3%	-16%	13%	-0.4%	0.0%	0%	-0.2%	6%
CC(=O)c1ccc(Oc2ncnc3sccc23)c(CN2CCOCC2)c1	27%	1.4%	-28%	7%	0.2%	-2.6%	-1%	-0.2%	1%
O=C(NNC(=O)c1ccccc1OCc1ccccc1)c1ccccc1F	-4%	-0.8%	-10%	3%	-0.2%	0.3%	-9%	0.1%	10%
CCOc1ccccc1NC(=O)CSc1nnc(C2CC2)n1CC	-39%	-0.2%	0%	-12%	-0.2%	2.7%	-4%	-0.2%	-1%
O=C(NCc1ccccc1)C(c1ccccn1)N(C(=O)c1csnn1)c1ccccc1F (stereo unspecified)	-11%	0.5%	-20%	-10%	-0.2%	-1.3%	-5%	0.0%	-2%
CCC(C)NCCCCOc1ccc(Cl)cc1C (stereo unspecified)	-30%	-0.1%	7%	18%	-0.2%	1.4%	5%	-1.1%	18%
Cc1ccccc1Nc1c(-c2ccccn2)nc2ccccn12	2%	-1.2%	-8%	-16%	-0.2%	-5.1%	-6%	?	3%
CC(=O)Nc1ccccc1C(=O)N1CCN(Cc2ccc3c(c2)OCO3)CC1	-51%[20 µM]	1.7%	-28%	6%	-0.3%	-1.1%	-4%	0.1%	7%
O=C(O)Cc1csc(NC(=O)c2ccco2)n1	-4%	1.6%	-4%	-15%	0.0%	-0.8%	-12%	-0.2%	5%
O=C(Nc1nnc(SCC(=O)N2CCCCC2)s1)C1CCCCC1	1%	0.2%	-22%	-7%	0.8%	-3.4%	-4%	0.2%	8%
CC(C)C(NC(=O)c1cccs1)C(=O)NC1CCCCC1 (stereo unspecified)	-14%	0.5%	-28%	-2%	-0.1%	3.6%	-2%	-0.9%	2%
Cc1ccccc1-c1nc(CS(=O)(=O)CC(=O)NC2CCCC2)c(C)o1	-26%	1.2%	5%	-2%	-0.2%	-3.3%	1%	-0.6%	0%
Cc1ccc(-c2nc(-c3ccccc3)no2)c(Cl)c1	-20%	0.7%	1%	1%	-0.1%	-1.8%	-1%	0.2%	2%
Nc1nc(=S)[nH]c2c1C1(CCCC1)Cc1ccccc1-2	0%	-0.9%	14%	15%	0.0%	-1.8%	5%	0.3%	6%
O=C(Nc1cc(C(F)(F)F)ccc1N1CCCC1)c1cccnc1	13%	-0.8%	6%	1%	0.1%	2.1%	-4%	-0.4%	-10%
C=CCNc1sc(C(=O)c2ccc(Br)s2)c(N)c1C#N	5%	-2.1%	-9%	11%	0.3%	1.2%	?	-0.7%	6%
COc1ccc(C(=O)Nc2nnc(SCC(=O)Nc3ccc(NC(C)=O)cc3)s2)c(OC)c1	-7%	0.2%	-58%	16%	-0.1%	2.3%	0%	-0.1%	-30%
CC(C)CNC(=S)N(Cc1ccco1)Cc1cc2cc3c(cc2[nH]c1=O)OCCO3	-10%	18%	28%	3%	-0.1%	3.7%	-2%	0.0%	15%
Cc1cc(C(=O)NC(=S)Nc2cccc(NC(=O)C(C)C)c2)ccc1[N+](=O)[O-]	9%	-1.2%	0%	18%	0.3%	-12%	-3%	-0.3%	15%
COc1cnc(-c2ccccn2)nc1Oc1ccc(F)cc1F	5%	0.4%	-35%	5%	0.1%	-8.5%	6%	-1.0%	-7%
Cc1cc(NC(=O)C2CC(=O)N(c3ccccc3)C2)no1 (stereo unspecified)	-1%	0.1%	-23%	9%	0.3%	7.8%	0%	0.2%	-14%
Cc1ccc(C(=O)NCCc2nnc(SCC(=O)Nc3nc(-c4ccccc4)cs3)n2C)cc1	-14%	-1.3%	-29%	5%	-0.2%	14%	4%	-0.4%	-10%

Grouped by structure, those above containing a nitro group on carbon (2)
SMILES	KOR beta-arrestin-1	HIV peptide binding	NOD1 inhibition	GPR55 antagonists	GPR55 beta-arrestin	KOR beta-arrestin-2	NS5 inhibitors	West Nile antiviral	GPR35 arrestin U2OS	others
O=[N+]([O-])c1ccc(Cl)c2cccnc12	-29%	0.3%	-16%	13%	-0.4%	0.0%	0%	-0.2%	6%
Cc1cc(C(=O)NC(=S)Nc2cccc(NC(=O)C(C)C)c2)ccc1[N+](=O)[O-]	9%	-1.2%	0%	18%	0.3%	-12%	-3%	-0.3%	15%

The list continues.
SMILES	KOR beta-arrestin-1	HIV peptide binding	NOD1 inhibition	GPR55 antagonists	GPR55 beta-arrestin	KOR beta-arrestin-2	NS5 inhibitors	West Nile antiviral	GPR35 arrestin U2OS	others
Cc1cc(=O)n2nc(-c3ccccc3)sc2c1C#N	-18%	0.5%	-30%	5%	-0.1%	-2.1%	-10%	0.1%	-20%
NCCCC[C@H](N)c1nnc([C@H](CCC(=O)O)NC(=O)C2CCNCC2)o1	-25%	1.1%	-24%	2%	0.2%	-0.2%	-6%	0.3%	-21%
O=C1c2ccccc2NC(c2ccc(-c3cccc([N+](=O)[O-])c3)o2)N1O (stereo unspecified)	9%	9.0%	-11%	27%	1.9%	-0.2%	0%	-1.1%	-14%
COC(=O)CSC1=C(C#N)C(c2cccc(OC)c2)CC(=O)N1 (stereo unspecified)	-8%	13%	-5%	6%	-0.1%	-1.5%	-3%	0.8%	6%
O=c1c(Cc2ccccc2)c(O)ccn1Cc1ccco1	-22%	-1.2%	-43%	-6%	0.2%	-0.4%	-2%	-0.1%	-9%
Cc1cc(C)c2nc(SCC(=O)Nc3ccc(S(=O)(=O)N4CCCC4)cc3)c(C)cc2c1	-5%	-0.6%	-17%	-3%	-0.1%	-2.5%	-6%	-1.3%	-8%	NS5 inhibitors pilot replicate=-7.0
CSc1nc(C(=O)N2CCCC(C(=O)c3ccc(Cl)cc3)C2)cs1 (stereo unspecified)	-17%[20 µM]	-2.0%	-32%	3%	0.1%	nt	5%	-0.3%	16%
O=C(CCN1C(=O)[C@@H]2Cc3ccccc3CN2C1=O)NCc1ccc(Cl)cc1	0%	1.3%	-8%	19%	-0.1%	-1.9%	-13%	-1.1%	4%
COc1ccc(CN(C)S(=O)(=O)c2nnc(NC(=O)c3cccc(C)c3)s2)cc1OC	-37%	9.6%	10%	4%	-0.4%	1.9%	2%	0.2%	2%
Cc1cccn2cc(CCNC(=O)Cc3cccs3)nc12	24%	-2.2%	3%	8%	-0.3%	5.2%	0%	0.3%	3%
CN1CCCC(OC(=O)c2cc(Cl)cc(Cl)c2)C1 (stereo unspecified)	5%	0.9%	-11%	-4%	0.1%	-1.0%	-5%	0.4%	-2%
Cc1cc(C)c(C(=O)N(C)C2CCCN(Cc3ccccc3F)C2)o1 (stereo unspecified)	6%	1.0%	-31%	16%	0.3%	5.8%	-1%	-0.7%	1%
Cc1onc(-c2ccccc2Cl)c1C(=O)NC(=S)Nc1ccc(C(C)(C)C)cc1	9%	-0.9%	-1%	-5%	-0.2%	-1.3%	2%	0.1%	-4%
COc1ccccc1CNC(=O)CN(c1cccc([N+](=O)[O-])c1)S(C)(=O)=O	4%	0.7%	-25%	16%	0.2%	-4.0%	-11%	0.2%	-3%
Cc1nc(N2CCCCC2)c(C#N)c(C)c1[N+](=O)[O-]	13%	0.3%	-20%	10%	0.1%	-5.6%	18%	-0.4%	0%
COc1ccccc1C(=O)N(CN1CCCC1=O)c1cccc(Cl)c1	7%	2.4%	-13%	16%	0.2%	-4.8%	3%	-1.6%	-6%
Cc1ccc(S(=O)(=O)N2CC(=O)NC(=O)C2)cc1	-21%	0.5%	-19%	-15%	-0.2%	1.2%	-12%	0.0%	5%
CC1(C)CC2(CC(C)(C)N1)OC(=O)N1CCc3ccccc3C12C (stereo unspecified)	6%	5.0%	3%	-5%	-0.1%	-5.3%	-12%	0.4%	15%
CCCCC(CC)CNC(=O)c1[nH]c(C)c(C(C)=O)c1C (stereo unspecified)	31%	1.9%	5%	-6%	-0.1%	-5.5%	-1%	-0.8%	19%
Cc1ccc(S(=O)(=O)n2nc(OC(=O)c3c(-c4ccccc4Cl)noc3C)cc2N)cc1	-19%	1.9%	-9%	26%	0.6%	3.8%	0%	0.5%	10%
COC(=O)/C=C1/C(=O)N/C(=N\c2nc(C)cc(C)n2)N1c1ccc(OC)cc1	8%	0.6%	-18%	-1%	0.3%	6.4%	-5%	2.6%	-12%
Cc1nn(-c2ccccc2)c(N)c1C(c1ccccc1)c1c(C)nn(-c2ccccc2)c1N	6%	1.4%	-36%	-11%	-0.2%	-0.5%	-6%	0.1%	4%
CC(=O)N1CCCc2cc(S(=O)(=O)N3CCCC(C(=O)N4CCN(c5ccccc5)CC4)C3)ccc21 (stereo unspecified)	-14%	-1.3%	-15%	2%	0.9%	-5.5%	-8%	0.3%	15%

Of the compounds above, 4 contain a thiophene ring, fused or not:
SMILES	KOR beta-arrestin-1	HIV peptide binding	NOD1 inhibition	GPR55 antagonists	GPR55 beta-arrestin	KOR beta-arrestin-2	NS5 inhibitors	West Nile antiviral	GPR35 arrestin U2OS	others
CC(=O)c1ccc(Oc2ncnc3sccc23)c(CN2CCOCC2)c1	27%	1.4%	-28%	7%	0.2%	-2.6%	-1%	-0.2%	1%
CC(C)C(NC(=O)c1cccs1)C(=O)NC1CCCCC1 (stereo unspecified)	-14%	0.5%	-28%	-2%	-0.1%	3.6%	-2%	-0.9%	2%
C=CCNc1sc(C(=O)c2ccc(Br)s2)c(N)c1C#N	5%	-2.1%	-9%	11%	0.3%	1.2%	?	-0.7%	6%
Cc1cccn2cc(CCNC(=O)Cc3cccs3)nc12	24%	-2.2%	3%	8%	-0.3%	5.2%	0%	0.3%	3%
